# BH1578 lux ind = quorum light induction in luxS cqsA deficient V. cholerae; V. cholerae BH1578 lux reporter, luminescence, 6 h; activation, % at 18.7 µM; hit rate 0.16% among 350,000; in the data active means activation mostly above about 9.7%, no sharp cut-off; further: not every result past the cut was called active; inactives centre near 0; reference of the scale not given here
# DUSP3 inh = blocks human VHR1 dual specificity phosphatase; P51452; recombinant VHR phosphatase, pNPP absorbance; inhibition, % at 13.3 µM; hit rate 0.52% among 290,000; in the data active means inhibition above about 50%; further: some compounds called inactive have numbers as strong as hits
# Target sequence (P51452 whole entry, looked up): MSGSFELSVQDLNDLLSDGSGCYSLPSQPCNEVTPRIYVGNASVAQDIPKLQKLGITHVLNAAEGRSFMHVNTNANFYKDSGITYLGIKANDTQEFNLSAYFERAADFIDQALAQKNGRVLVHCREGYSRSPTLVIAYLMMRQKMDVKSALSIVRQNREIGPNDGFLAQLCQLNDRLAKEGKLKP
# Mtb BioA inh = inhibitors of Mycobacterium tuberculosis BioA enzyme. purified M. tuberculosis BioA enzyme, plate reader. hit rate 0.096% among 360,000. inhibition, % at 9.99 µM. AID 602481; in the data active means inhibition above about 40%
# Rv3671c inh = inhibitors of M. tuberculosis serine protease Rv3671c; P9WHR9; hit rate 0.048% among 320,000; inhibition, % at 5.96 µM; AID 2606; in the data active means inhibition above about 38%;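 further: extracellular domain of Rv3671c used as enzyme; 0% = enzyme with DMSO and 100% = no enzyme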
# SSB-PriA inh = K. pneumoniae PriA-SSBct interaction inhibition. AlphaScreen SSBct-PriA binding, biotinylated peptide. inhibition, % at 33 µM. hit rate 0.6% among 430,000. AID 1272365; in the data active means inhibition mostly above about 37%, no sharp cut-off; inactive means mostly below about 20%;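 further: plate controls were negative control peptide for no effect and reference peptide for full effect; strong numbers were not always called active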
# MazF activator = MazEF (E. coli) toxin RNase activation; P0AE70; FAM/BHQ RNA-DNA oligo cleavage fluorescence, 5 h; activation, % at 20 µM; hit rate 0.32% among 350,000; AID 504720; in the data active means activation above about 50%
# Target sequence (P0AE70 whole entry, looked up): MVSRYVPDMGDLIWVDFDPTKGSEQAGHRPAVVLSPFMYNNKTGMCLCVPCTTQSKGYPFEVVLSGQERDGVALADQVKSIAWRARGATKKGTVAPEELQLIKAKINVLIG
# GDH-TPI inh = GDH-TPI coupled enzyme inhibition counter-screen; AID 588335; inhibition, % at 4.8 µM; GDH-TPI coupled enzyme counterscreen, NADH absorbance; hit rate 1.2% among 360,000; in the data active means inhibition above about 30%;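 further: 0% = DMSO wells and 100% = wells lacking the enzyme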
# SARS 3CLpro inh = SARS-CoV 3CLpro protease inhibition; recombinant SARS-CoV 3CLpro, quenched FRET peptide cleavage; inhibition, % at 6 µM; hit rate 0.14% among 290,000; AID 1706; in the data active means inhibition above about 12%
# Mtb UGM inh = blocks M. tuberculosis UGM enzyme | P9WIQ1 | purified UGM, fluorescence polarization probe displacement | inhibition, % at 10 µM | hit rate 0.06% among 320,000 | AID 504406; in the data active means inhibition above about 10%, passing the limit was not always enough
# Target sequence (P9WIQ1 whole entry, looked up): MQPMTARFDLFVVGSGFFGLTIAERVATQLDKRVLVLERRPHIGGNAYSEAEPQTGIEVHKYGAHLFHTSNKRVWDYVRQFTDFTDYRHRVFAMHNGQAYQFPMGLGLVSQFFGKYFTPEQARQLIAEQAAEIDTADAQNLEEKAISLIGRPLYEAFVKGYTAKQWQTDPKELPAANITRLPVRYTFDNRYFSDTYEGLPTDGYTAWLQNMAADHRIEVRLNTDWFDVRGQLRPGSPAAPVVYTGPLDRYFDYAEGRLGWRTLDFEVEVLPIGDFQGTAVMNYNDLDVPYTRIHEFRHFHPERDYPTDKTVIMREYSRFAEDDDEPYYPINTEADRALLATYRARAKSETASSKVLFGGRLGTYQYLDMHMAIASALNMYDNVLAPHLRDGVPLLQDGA
# Mtb FBA inh = inhibitors of M. tuberculosis fructose-bisphosphate aldolase; P9WQA3; purified M. tuberculosis FBA, fluorescence read-out; inhibition, % at 1 µM; hit rate 2.3% among 360,000; AID 588726; in the data active means inhibition above about 27%;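 further: 0% = vehicle and 100% = reference inhibitor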
# Active calls of the source: *; i = inactive; nt = no result given; & = joins results of further samples.
structure | SARS 3CLpro inh | SSB-PriA inh | Mtb FBA inh | DUSP3 inh | Mtb UGM inh | Rv3671c inh | BH1578 lux ind | Mtb BioA inh | MazF activator | GDH-TPI inh
Cc1cccc(C)c1NC(=O)c1nc(S(=O)(=O)Cc2ccccc2)ncc1Cl | -1 | -7 | 1 | 7 | -2.0 | 6 | i | 0.7 | 29 | 3
O=C(Nc1ccc(F)cc1)c1cccc2c1C(=O)N(Cc1ccccn1)C2 | 1 | -12 | -1 | 5 | 2.0 | -11 | i | 0.6 | 2 | 7
COc1ccc(C(=O)/C=C/Nc2ccc(S(=O)(=O)Nc3nc(C)cc(C)n3)cc2)cc1OC | 2 | -7 | 4 | -1 | -0.9 | -7 | -0.3 | nt | 0 | 22
Cn1nnc2cc(C(=O)Nc3ccccc3)ccc21 | 5 | -12 | 1 | 7 | -3.3 | -2 | -0.3 | 1.2 | 11 | 2
CC(NC(=O)c1ccc(Cl)cc1)C(=O)N1CCCCC1 (configuration not stated) | 0 | -9 | 0 | -16 | -0.8 | 2 | 1.0 | -0.6 | 6 | 9
CCc1c(C)nc(N2CCN(c3ccc(Cl)cc3)CC2)[nH]c1=O | 1 | 2 | -1 | 6 | 0.5 | -1 | i | 0.5 | -4 | -5
CCOC(=O)c1c(C)n(-c2ccc(C)cc2)c2c(C(C(C)=O)C(=O)O)c(Br)c(O)c(O)c12 (configuration not stated) | 2 | 19 | -8 | 9 | 4.7 | -2 | 0.8 | -0.4 | -3 | -3
COc1cc(/C=N/n2nnnc2N)ccc1OC(C)=O | 6 | nt | 4 | 1 | 0.8 | nt | 240* | 0.3 | 7 | 9
Cc1cc(C(=O)Nc2c(C)nn(Cc3ccccc3Cl)c2C)no1 | -4 | -7 | 1 | 10 | 0.0 | 5 | -1.2 | 0.6 | 7 | 14
Cc1ccc2[nH]c(O)c(N=NC(=O)CCc3ccccc3)c2c1Br | 2 | -5 | -1 | -13 | -1.1 | -2 | i | 0.2 | -23 | 0
COCCNC(=O)CN(Cc1ccc(F)cc1)C(=O)CCC(=O)Nc1nccs1 | -6 | -12 | -2 | 16 | 3.1 | -8 | -0.2 | -1.4 | 4 | -4
CCCN1C2CCCC1CC(NC(=O)c1ccc(F)cc1)C2 (configuration not stated) | -4 | -4 | 0 | 26 | -0.7 | 1 | -0.4 | 0.5 | 3 | 6
COC(=O)C1=C(c2ccccc2OCc2ccccc2)C[C@@H]2CC[C@H]1N2C(=O)NC1CCN(Cc2ccccc2)CC1 | nt | 16 | 3 | nt | 3.1 | -7 | i | 2.3 | -7 | 7
COc1ccc(Cl)cc1C(=O)Nc1nnn(C)n1 | 4 | -14 | -11 | 6 | -0.4 | 1 | -0.2 | 0.6 | -3 | 14
CC(=O)N(CCCCl)C(C#N)c1ccccc1 (configuration not stated) | -5 | -13 | -2 | 43 | 2.5 | -24 | i | nt | 0 | -6
Cc1ccsc1C(=O)C1CCCN(Cc2cnc(N3CCOCC3)s2)C1 (configuration not stated) | 2 | 5 | -1 | 32 | -0.8 | 2 | i | 4.7 | 5 | 2
O=C(Nc1ccc(O)c(-c2nc3ccccc3s2)c1)c1cc(=O)c2ccccc2o1 | -2 | -2 | -3 | 53* | 1.3 | -6 | -0.3 | -1.4 | 3 | 7
CC(=O)Nc1ccc(NS(C)(=O)=O)cc1 | 0 | -2 | 3 | -7 | 0.6 | 1 | -0.3 | 0.4 | -3 | -5
COc1ccccc1NC(=O)C(C)OC(=O)/C(=C/c1ccccc1)NC(C)=O (configuration not stated) | nt | 7 | -2 | nt | 2.1 | -2 | i | 2.7 | -3 | 7
O=C(O)c1ccccc1C(=O)NCCc1c(C(=O)O)[nH]c2ccc(Cl)cc12 | -1 | 6 | 6 | 8 | 3.1 | 3 | -0.7 | nt | 2 | 8

# Record cards, as listed above.
# CC(=O)Nc1ccc(NS(C)(=O)=O)cc1 is listed with SARS 3CLpro inh = 0; SSB-PriA inh = -2; Mtb FBA inh = 3; DUSP3 inh = -7; Mtb UGM inh = 0.6; Rv3671c inh = 1; BH1578 lux ind = -0.3; Mtb BioA inh = 0.4; MazF activator = -3; GDH-TPI inh = -5
# Cn1nnc2cc(C(=O)Nc3ccccc3)ccc21 is listed with SARS 3CLpro inh = 5; SSB-PriA inh = -12; Mtb FBA inh = 1; DUSP3 inh = 7; Mtb UGM inh = -3.3; Rv3671c inh = -2; BH1578 lux ind = -0.3; Mtb BioA inh = 1.2; MazF activator = 11; GDH-TPI inh = 2

# Copied from the list:
# SSB-PriA inh result of Cc1ccc2[nH]c(O)c(N=NC(=O)CCc3ccccc3)c2c1Br reads -5
# SSB-PriA inh result of COC(=O)C1=C(c2ccccc2OCc2ccccc2)C[C@@H]2CC[C@H]1N2C(=O)NC1CCN(Cc2ccccc2)CC1 reads 16
# SSB-PriA inh result of CC(=O)N(CCCCl)C(C#N)c1ccccc1 (configuration not stated) reads -13
# MazF activator result of COc1cc(/C=N/n2nnnc2N)ccc1OC(C)=O reads 7

# (cont.)
structure | SARS 3CLpro inh | SSB-PriA inh | Mtb FBA inh | DUSP3 inh | Mtb UGM inh | Rv3671c inh | BH1578 lux ind | Mtb BioA inh | MazF activator | GDH-TPI inh
CCCCCC(=O)N1C[C@H](O)[C@@H](n2cc(-c3ccc(F)cc3)nn2)C[C@@H]1c1ccc(OC)cc1 | nt | nt | -2 | nt | nt | nt | i | -1.3 | 2 | 2
COc1ccc(C(=O)NC(=S)NC(C)(C)C)cc1Br | 4 | 18 | 0 | -8 | 1.2 | 6 | i | -0.1 | -5 | -4
Cc1cc(Br)ccc1NC(=O)C1CCCO1 (configuration not stated) | 2 | -5 | 3 | 13 | 0.2 | 5 | 0.3 | 2.0 | 15 | -12
C#CCOCCOCCOCCNc1nc(N2CCN(C(=O)Cn3cc(CCCCN)nn3)CC2)nc(N2CCN(C(=O)[C@H](C(C)C)n3cc(CCO)nn3)CC2)n1 | -1 | -5 | 0 | 9 | 1.8 | 0 | -0.5 | -1.0 | 6 | -2
COC(=O)CN(c1ccc(Cl)cc1C)S(C)(=O)=O | 5 | -8 | 1 | 2 | 1.2 | -7 | -0.4 | -0.4 | -2 | 1
COc1ccc(NC(=O)COc2ccc3c(c2)CCC3)cc1S(N)(=O)=O | nt | 10 | -2 | nt | 3.9 | 7 | -0.6 | 1.2 | 5 | 1
Cc1ccccc1/C=N/Nc1ccc(Cl)nn1 | 2 | nt | 3 | 5 | 3.9 | -5 | 1.0 | nt | 1 | 8
CC1=NN(/C(=N\c2nnc(C)s2)Nc2ccccc2)[C@H](c2ccc(C)cc2)S1 | 3 | nt | 1 | 3 | 0.2 | -4 | -3.7 | 1.3 | -1 | 6
c1ccc2sc(C3CCNCC3)nc2c1 | -3 | 6&0 | -1 | 3 | 1.3 | nt | -0.5 | -0.1 | 9 | 13
CC(C)n1cc(C(N)=S)c(=O)n(Cc2ccccc2)c1=O | 4 | 2 | 2 | 20 | -0.2 | -15 | -0.9 | -1.4 | -7 | 10
CC1CCCC/C1=N\Nc1ccc(S(N)(=O)=O)cc1[N+](=O)[O-] (configuration not stated) | 2 | nt | 1 | -7 | 2.1 | 2 | 0.1 | 1.4 | 3 | -9
CN=CC1=C(O)C(C(=O)OC)C(C)(C)CC1=O (configuration not stated) | 5 | 12 | 2 | 8 | -2.0 | 1 | -0.6 | nt | 7 | 1
CCN(C(=O)c1c(-c2ccccc2)noc1C)c1ccccc1 | -6 | -8 | 1 | -8 | 0.1 | -4 | -0.4 | 0.2 | -4 | 5
NC(c1csc(NC(=O)c2cccc(OC(F)(F)F)c2)n1)c1ccccc1Cl (configuration not stated) | nt | nt | -3 | nt | nt | nt | -0.7 | -1.2 | nt | 0
Cc1ccc(NC(=O)c2cc(-c3ccc4c(c3)OCO4)on2)cc1 | 3 | -4 | -2 | -1 | -1.3 | -9 | -0.4 | -0.5 | 0 | 1
Cc1ccccc1C(=O)Oc1cccc2c(O)cccc12 | -3 | 10 | -1 | -9 | 2.7 | -2 | -0.4 | -1.8 | 8 | -13
CN(Cc1ccc(F)cc1)C(=O)C(Cc1ccccc1)NC(=O)c1ccccc1 (configuration not stated) | nt | -5 | 0 | nt | -0.6 | -6 | -0.9 | 0.1 | 2 | -9
CCOc1ccc(CCNC(=O)CS(=O)Cc2nc(-c3ccccc3Cl)oc2C)cc1OCC (configuration not stated) | -3 | -3 | 0 | 6 | -1.0 | -8 | -6.2 | 1.5 | -5 | 3
CC(NC(=O)c1ccc(Cl)c(Cl)c1)c1ccc(-c2ccccc2)cc1 (configuration not stated) | -2 | -10 | 1 | 7 | -3.7 | -11 | i | nt | 5 | 0
Cc1ccc(NS(=O)(=O)c2cccc(C(=O)NCC(c3ccc(F)cc3)N3CCOCC3)c2)cc1 (configuration not stated) | nt | -8 | 3 | nt | nt | 6 | -1.4 | 1.4 | -3 | 12
CCCOC(=O)c1cc(NC(=O)/C=C/c2ccccc2)ccc1O | -3 | nt | -3 | -12 | 1.2 | -22 | -0.2 | nt | nt | 4
COc1ccc(S(=O)(=O)N(CCCN2CCOCC2)Cc2cccc3ccccc23)cc1 | 0 | 11 | -2 | -4 | -1.9 | -2 | 1.0 | -2.8 | 1 | 12
O=C(c1cc(-c2ccccc2O)on1)N1CCc2ccccc2C1 | -3 | -4 | -1 | 17 | 2.0 | -4 | -0.2 | -0.7 | -1 | -1

# Assay outcomes: PubChem, several laboratories

# Only part of the results is shown; count on the stated rates, not on these rows.
